SNCA expr inhib – Primary qHTS assay for inhibitors of alpha-synuclein gene (SNCA) expression. Potency, µM (series often up to 57.2 µM), inactives show at the highest dose activity change, negative = inhibition, usual class: inhibitors. 0.17% of 140,000 active. HEK-293 SNCA-luciferase knock-in, luminescence, 24 h. AID 1671194, 2021;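 note: potency is the fitted concentration of half-maximal effect; plate controls were DMSO cells for no effect and cell-free wells for full effect; nearly all actives have a fitted effect of over 45% in size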
GPT2 inhibitor – Primary qHTS assay for inhibitors of Glutamate pyruvate transaminase 2 (GPT2). Recombinant GPT2, coupled pyruvate oxidase/HRP Amplex Red fluorescence. AID 1671188, 2021. Potency, µM (titrated, usually from 57.7 µM), for the others: top-dose activity change, negative = inhibition, usual class: inhibitors. 0.25% of 100,000 active; note: potency is the fitted concentration of half-maximal effect; nearly all actives have a fitted effect of over 60% in size; many of its hits are not listed in these tables
Target sequence (Q8TD30 whole entry, looked up): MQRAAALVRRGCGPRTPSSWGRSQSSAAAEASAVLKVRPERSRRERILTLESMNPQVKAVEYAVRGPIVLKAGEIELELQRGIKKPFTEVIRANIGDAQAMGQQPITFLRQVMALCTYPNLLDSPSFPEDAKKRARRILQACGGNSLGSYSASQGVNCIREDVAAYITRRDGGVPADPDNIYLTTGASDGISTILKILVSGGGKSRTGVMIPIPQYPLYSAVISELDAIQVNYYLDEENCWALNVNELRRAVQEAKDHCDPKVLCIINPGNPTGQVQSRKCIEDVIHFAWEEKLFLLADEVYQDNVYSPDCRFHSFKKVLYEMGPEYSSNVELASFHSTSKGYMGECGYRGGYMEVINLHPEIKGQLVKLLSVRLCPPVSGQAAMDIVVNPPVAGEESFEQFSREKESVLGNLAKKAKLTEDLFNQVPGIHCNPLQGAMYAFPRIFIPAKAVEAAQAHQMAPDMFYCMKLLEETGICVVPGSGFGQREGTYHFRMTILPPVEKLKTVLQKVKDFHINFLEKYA
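Fluorescence of coupled pyruvate oxidase/HRP/Amplex Red system (50uM Amplex, 30 min, dark) reports pyruvate formed by GPT2. Enzyme reaction: 10ng/uL GPT2, 2mM L-alanine, 250uM a-KG, 30 min room temperature, pH 7.5; 50uM AOA control.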
FLuc inh – Firefly luciferase inhibition profiling of diverse chemical library using quantitative high-throughput screening; Luciferin 4-monooxygenase (Photinus pyralis), P08659; purified P. pyralis luciferase, luminescence, biochemical; Potency, µM (titrated, usually from 115 µM), for the others: at the top dose activity change, negative = inhibition, most hits filed as inhibitors; 2.5% of 76,000 active; AID 1347043, 2019; note: potency is the fitted concentration of half-maximal effect; nearly all actives have a fitted effect of over 65% in size
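Purified 10nM P. pyralis luciferase with 10uM D-luciferin and 10uM ATP in 50mM Tris acetate pH 7.5, 10mM Mg acetate, 0.01% Tween-20, 0.05% BSA. qHTS titration; luminescence read by CCD imager.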
3T3 cytotox – Cytotoxic Profiling in NIH 3T3 Cell Line of Diverse Libraries Using Quantitative High-Throughput Screening; NIH 3T3 viability, CellTiter-Glo ATP luminescence, 48-72 h; Potency, µM (series often up to 96.7 µM), for the others: top-dose activity change, negative = cytotoxicity, usual class: inhibitors; 4.3% of 94,000 active; note: potency is the fitted concentration of half-maximal effect; nearly all actives have a fitted effect of over 55% in size
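First NIH 3T3 cells are plated at 400 cells/well; next compound is pinned in; then plates incubate 48 or 72 hr at 37 °C; finally CellTiter-Glo is added and luminescence read after 10 min.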
IP6K1 inh – Primary qHTS assay for small molecule inhibitors of Inositol hexaphosphate kinase 1 (IP6K1) | Inositol hexakisphosphate kinase 1 (Homo sapiens), Q92551 | IP6K1 kinase, ADP-Glo luminescence, 2 h; stronger effect = lower value | activity change, % (series mostly up to about 58 µM) | 0.81% of 140,000 active | AID 1645851, 2021; in the data active = activity change below about -25%
Target sequence (Q92551 whole entry, looked up): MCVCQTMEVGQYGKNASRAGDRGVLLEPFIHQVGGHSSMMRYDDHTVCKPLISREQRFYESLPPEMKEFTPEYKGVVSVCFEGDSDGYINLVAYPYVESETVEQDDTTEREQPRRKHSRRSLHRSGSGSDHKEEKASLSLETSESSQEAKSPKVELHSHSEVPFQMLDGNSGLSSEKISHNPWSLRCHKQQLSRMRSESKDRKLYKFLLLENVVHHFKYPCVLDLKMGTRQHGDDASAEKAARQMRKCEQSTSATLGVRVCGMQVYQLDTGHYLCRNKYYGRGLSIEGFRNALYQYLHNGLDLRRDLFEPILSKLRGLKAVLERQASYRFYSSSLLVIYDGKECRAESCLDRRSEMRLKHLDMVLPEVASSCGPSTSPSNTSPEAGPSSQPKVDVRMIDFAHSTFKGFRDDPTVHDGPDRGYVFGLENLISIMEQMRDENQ
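ADP-Glo luminescence measures ADP made by human IP6K1 during a 2 h RT reaction with ATP/IP6 (mix at 1.3 mM/130 uM); top library doses 57.5 and 19.1 uM final.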
SNCA viab count – GF-AFC viability counterscreen for inhibitors of alpha-synuclein gene (SNCA) expression; HEK-293-SNCA-luc viability, GF-AFC fluorescence, 24 h; Potency, µM (series often up to 57.1 µM), without a hit: top-dose activity change, negative = cytotoxicity, most hits filed as cytotoxic; 0.12% of 150,000 active;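 note: potency is the fitted concentration of half-maximal effect; 0% = DMSO-treated cells and -100% = medium-only wells without cells; nearly all actives have a fitted effect of over 30% in size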
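Cytotoxicity counterscreen: after 24 h compound treatment of genome-edited SNCA-luciferase HEK-293 cells, live-cell protease substrate GF-AFC read by fluorescence after 30 min; activity scaled between DMSO (0%) and medium-only (-100%), curves Hill-fitted.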
HEK293 tox – Cytotoxic Profiling in HEK 293 Cell Line of Diverse Libraries Using Quantitative High-Throughput Screening; HEK 293 viability, ATP luminescence (CellTiter-Glo), 48-72 h; AID 1345083, 2018; 6.6% of 94,000 active; Potency, µM (titrated, usually from 115 µM), inactives show at the top dose activity change, negative = cytotoxicity, actives largely listed as inhibitors; note: potency is the fitted concentration of half-maximal effect; nearly all actives have a fitted effect of over 60% in size
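qHTS cytotoxicity; HEK 293, 250 cells/well; compound pinned; 48 or 72 hr, 37 degree Celsius, 5% CO2, 95% humidity; CellTiter-Glo, 10 min RT; luminescence (ATP).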
* = called active by the depositor; i = inactive; ? = inconclusive; / = no result given; [ ] = another dose, or the depositor's remark. Unless noted, calls come from the whole dose curve; as a rule, active = well fitted curve in the direction sought with a large enough effect; inconclusive = small, poorly fitted or top-dose-only effect, or another doubt; inactive = no such curve, though single readings can be large; an effect the other way counts as inactive or inconclusive. Unless noted, % is set by controls: 0 for no effect and ±100 for the full control effect.

SMILES | SNCA expr inhib | GPT2 inhibitor | FLuc inh | 3T3 cytotox | IP6K1 inh | SNCA viab count | HEK293 tox
Cc1ccc(CNC(=O)N2CC[C@@H]3C(=O)NCCCCCCN(Cc4ccncc4)[C@@H]3C2)cc1 | 9% | i | 2% | -29% | 8 | 5% | -3%
Cc1ccccc1CN1CCC2(CC1)Cc1ccccc1CNC2=O | 0% | i | / | -17% | 15 | -12% | ?
Cc1nnc([C@@H]2CC(F)(F)CN2C(=O)c2ccc3ncccc3c2)o1 | 4% | 4% | -7% | -4% | 9 | -8% | ?
CCN1CCC2(CCC1=O)CN(Cc1ccc(C(=O)O)cc1)CCN2C (configuration not stated) | 4% | -28% | -9% | 1% | 29 | 8% | 3%
O=C(C1CC1)N1CCC(c2noc(-c3ccccc3)n2)C1 (configuration not stated) | 17% | i | -11% | -29% | 1 | -4% | ?
CC(C)OCCCNC(=O)C1Cn2cccc2C(=O)N1Cc1cccnc1 (configuration not stated) | -2% | i | 6% | -14% | -9 | 0% | -6%
CCOC(=O)c1c(S(=O)(=O)N2CCCC(C(=O)Nc3ccc(OCC)cc3)C2)c(C)n(C)c1C (configuration not stated) | 7% | / | / | / | 4 | 16% | /
COc1cccc(N2CCN(S(=O)(=O)c3ccc(-c4ccno4)cc3OC)CC2)c1 | 6% | / | / | / | -3 | 8% | /
O=C(NC1CCN(Cc2cccc(-c3ccc(F)c(F)c3)c2)CC1)c1ccc(F)cc1 | -25% | i | / | 40µM* | 2 | -17% | 40µM*
CCCc1ncncc1C(=O)N1CCCC2(CC1)CNC(=O)O2 (configuration not stated) | 7% | i | 4% | i | 10 | -2% | -4%
COc1ccc(Br)cc1CNC(=O)CCC(=O)N1CCSc2ccccc21 | 27% | / | / | / | -1 | 2% | /
O=Cc1ccc(N2CCN(C(=O)Nc3ccccc3)CC2=O)cc1 | 15% | -3% | / | i | 3 | 0% | i
COC(=O)CNC(=O)N1CCc2c(nc3cc(-c4ccccc4Cl)[nH]n3c2=O)C1 | ? | i | ? | 2% | 51 | 7% | 6%
Cc1ccccc1OCc1nc(C2CN(C(=O)Cc3c[nH]c4ccccc34)C2)no1 | -6% | i | -11% | ? | 8 | -23% | ?
COCCOCC(=O)N1CCCCCNC(=O)[C@@H]2CCC[C@@H]21 | -28% | -4% | 0% | -6% | 6 | 8% | -5%
COc1ccc(NC(=O)c2cc3c(s2)-c2c(C)cccc2OC3)c(OC)c1 | 20% | / | / | / | 3 | 10% | /
CN(C)C[C@@H]1CN(C2CCOCC2)C[C@H]1NC(=O)c1ccoc1 | -14% | 2% | -6% | 4% | 7 | -9% | 1%
Cc1ccn(CCC(=O)N2CCCC2C(=O)Nc2cccc(-n3cccn3)c2)n1 (configuration not stated) | -21% | 2% | 0% | -29% | 9 | 2% | -14%
C[S+](=O)([O-])NCc1nnc2n1C(C(=O)NCc1cccc(C(F)(F)F)c1)CC2 (configuration not stated) | 7% | 0% | / | -16% | 10 | 8% | i
COC(=O)c1ccccc1NC(=O)O[C@@H]1CO[C@H]2[C@@H]1OC[C@@H]2Nc1nccc(-c2ccc3c(c2)OCO3)n1 | -21% | 0% | -2% | -13% | 1 | -10% | -23%
COc1ccc(-n2nc(C(=O)NCCc3ccc(OC)c(OC)c3)c3c4ccccc4n(C)c3c2=O)cc1Cl | -9% | / | / | / | -5 | -15% | /
CSCC[C@@H]1NC(=O)c2cc(NC(=O)c3ccc(-n4cnnn4)cc3)ccc2NC1=O | -16% | ? | 11% | 3% | -4 | 3% | 6%
Cc1ccccc1NC(=O)Nc1ccc(CN2C(=O)N([C@@H](CC(C)C)C(=O)N[C@@H](CC(=O)O)c3ccccc3)C(=O)C2(C)C)cc1 | / | -8% | / | / | -2 | -11% | /
O=C(O)[C@@H]1CN(S(=O)(=O)C2CC2)C[C@H]1c1ccccn1 | 13% | i | -3% | -29% | -5 | 3% | -3%
COCC(=O)NC[C@@H]1C=C(C)[C@H](CC(=O)N2CCN(c3ccccn3)CC2)C[C@H]1C(C)C | -10% | 5% | 13% | -2% | 13 | -9% | ?
Remaining list, next part
SMILES | SNCA expr inhib | GPT2 inhibitor | FLuc inh | 3T3 cytotox | IP6K1 inh | SNCA viab count | HEK293 tox
Nc1nc(N)c(S(=O)(=O)c2ccccc2)c(Nc2ccc(Br)cc2)n1 | -2% | / | / | / | -36* | 1% | /
CC1=C[C@@H](CNC(=O)CCCC(=O)O)[C@H](C(C)C)C[C@H]1Cc1nc2ccncc2[nH]1 | 28%[87.6 µM] | -9%[88.5 µM] | -13%[172 µM] | -19%[174 µM] | 9 | 2%[87.6 µM] | -10%[172 µM]
CCCn1c2ccccc2c2cnn(CC(=O)Nc3cccc(C(=O)OCC)c3)c(=O)c21 | 0% | / | / | / | 35 | 2% | /
CC(C)CN1C(=O)COC[C@@H]1[C@H](O)c1ccc(NC(=O)c2ccc(F)cc2)cc1 | -14%[87.6 µM] | i | ? | -22%[138 µM] | -3 | 0%[87.6 µM] | -20%[172 µM]
COc1cccc(C(=O)N2CCC(C3CCN(S(C)(=O)=O)CC3)C2)c1 (configuration not stated) | -14% | -11% | -6% | -5% | 7 | 9%[12.5 µM] | -7%
CC(C)=CCC[C@](C)(O[C@@H]1O[C@H](CO[C@@H]2OC[C@@H](O)[C@H](O)[C@H]2O)[C@@H](O)[C@H](O)[C@H]1O)[C@H]1CC[C@]2(C)[C@@H]1[C@H](O)C[C@@H]1[C@@]3(C)CC[C@H](O[C@@H]4O[C@H](CO)[C@@H](O)[C@H](O)[C@H]4O[C@@H]4O[C@H](CO)[C@@H](O)[C@H](O)[C@H]4O)C(C)(C)[C@@H]3CC[C@]12C | / | 3%[27.3 µM] | / | / | -11 | -1%[23.9 µM] | /
CCN(CC)c1ccc(-n2nc3cc(C)c(NC(=O)c4ccccc4C)cc3n2)c(C)c1 | 30%[activator] | / | / | / | 7 | ? | /
COC(=O)c1cc(-c2ccc(Cl)cc2)c2c(=O)[nH]c(=O)n(C)c2n1 | 13% | / | / | / | 5 | 4% | /
Clc1ccc(-c2cnc3n[nH]c(-c4ccccc4)c3n2)cc1 | ? | 1%[88.5 µM] | -3%[172 µM] | 28µM* | 11 | -20%[87.6 µM] | 79µM*
COc1cccc(CN2C[C@@H](F)[C@@H](OCc3nc4ccccc4o3)C2)c1 | 11%[87.6 µM] | 3%[88.5 µM] | -4%[172 µM] | -28%[138 µM] | -15 | 3%[87.6 µM] | ?
CC(C)c1nnc2ccc(N3CCCC3)nn12 | 26% | i | 2% | 2% | -4 | 6% | -2%
COc1ccc(S(=O)(=O)N2[C@@H]3CC[C@H]2CC(NC(=O)c2ccncc2)C3)cc1OC (some centres not stated) | -17% | i | -5% | -21% | 19 | 3% | -8%
CCn1ccnc1C1CCN(C(=O)CC2COCCN2)CC1 (configuration not stated) | 4% | -12% | 5% | -7% | 10 | -8% | -34%
CCOC(=O)C1=CN(CC(=O)Nc2ccc(F)cc2C)S(=O)(=O)N=C1C | 23% | -25% | -6% | -5% | -6 | 13% | ?
Cc1nn(-c2ccccc2)c(C)c1CC(=O)NC1CCCc2c1[nH]c1ccccc21 (configuration not stated) | ? | i | -8% | ? | -1 | -3% | ?
Cc1nonc1OCCNC1CCC2(CCNCC2)CC1 | 31%[activator] | ? | -6% | ? | 14 | -3% | -20%
COc1ccc(C(=O)N2CCC3(CC2)N=C(c2ccc(Br)cc2)NO3)cc1OC | -18% | i | -5% | -24% | 7 | 13% | ?
O=C(NCCNC(=O)C1CCCC1)c1cccc(-c2ccc(C(F)(F)F)cc2)c1 | 3% | i | / | -39% | 13 | 2%[12.5 µM] | ?
Cc1cc(-c2ccc(C)c(S(=O)(=O)N3CCCC(C)C3)c2)on1 (configuration not stated) | -20% | / | / | / | 28 | -16% | /
O=C(Nc1cc(NC(=O)c2ccccc2Cl)ccc1Cl)c1ccccc1 | -7% | / | / | / | 15 | -9% | /
CCc1ccc(-n2c(=O)c3c(C)c(C(=O)N(C)C)sc3n(CC(=O)Nc3cc(Cl)ccc3C)c2=O)cc1 | ? | / | / | / | 25 | 8% | /
CC(C)NC(=O)c1cc2n(n1)CC(c1ccc3c(c1)OCO3)OC2 (configuration not stated) | 2% | -7% | -7% | ? | 1 | 3% | ?
CCn1cc(C(=O)NCCc2ccc(C)cc2)c(=O)c2cc(S(=O)(=O)N3CCCCC3)ccc21 | 31%[activator] | / | / | / | 39 | 6% | /
COc1cccc(CN(C)Cc2ccc(C)o2)c1O | 1% | i | -14% | 2% | 13 | -9% | -24%
COc1cc(CN2CCc3nc(N4CCN(C)CC4)[nH]c(=O)c3CC2)cc(OC)c1OC | 6% | -5% | 9% | i | 0 | 0% | 4%
Cc1ccc(Cl)cc1N1CCN(C(=O)c2ccc(CS(=O)c3ccccc3)o2)CC1 (configuration not stated) | -29% | / | / | / | 18 | -25% | /
COc1ccnc(-c2nnc3ccc(Nc4cc(OC)c(OC)c(OC)c4)nn23)c1 | -5%[87.6 µM] | -14%[88.5 µM] | 10%[172 µM] | 50µM* | -8 | -21%[87.6 µM] | ?
O=C(c1ccccc1)N1CCC(c2nn(-c3ccc(F)cc3)c(=O)[nH]2)CC1 | -17% | i | -9% | ? | 27 | -6% | ?
Cc1ccc(Nc2ncncc2-c2nc(-c3ccccc3)no2)c(F)c1 | -23% | i | 13% | i | -11 | 6% | -3%
CCn1ncc(N2CCCC(CC(=O)NCc3cccnc3)C2)cc1=O (configuration not stated) | 15% | i | 1% | 5% | 17 | 8% | 5%

Profiles from above. Values in the order: SNCA expr inhib	GPT2 inhibitor	FLuc inh	3T3 cytotox	IP6K1 inh	SNCA viab count	HEK293 tox
Listed for `CC(C)NC(=O)c1cc2n(n1)CC(c1ccc3c(c1)OCO3)OC2` (configuration not stated) → 2%	-7%	-7%	?	1	3%	?
Listed for `CCN(CC)c1ccc(-n2nc3cc(C)c(NC(=O)c4ccccc4C)cc3n2)c(C)c1` → 30%[activator]	/	/	/	7	?	/
Listed for `Cc1ccc(Cl)cc1N1CCN(C(=O)c2ccc(CS(=O)c3ccccc3)o2)CC1` (configuration not stated) → -29%	/	/	/	18	-25%	/
Listed for `CCn1ccnc1C1CCN(C(=O)CC2COCCN2)CC1` (configuration not stated) → 4%	-12%	5%	-7%	10	-8%	-34%
Listed for `COc1ccc(C(=O)N2CCC3(CC2)N=C(c2ccc(Br)cc2)NO3)cc1OC` → -18%	i	-5%	-24%	7	13%	?

Compound activity (PubChem)
